High-throughput results (PubChem)
Cl transport mod: modulates chloride dependent transport by human KCC2; Q9H2X9; KCC2 cells, thallium flux FluoZin-2 fluorescence; B-score of Tl+ flux slope (higher = more flux/activation; lower = inhibition) at 10 µM; hit rate 2.2% among 190,000; AID 1456;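 active = thallium flux slope and its plate-corrected score both differing from the plate sample mean at a set confidence after two filtering rounds, in either direction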;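 also: slope of fluorescence scaled to starting intensity during 10 to 20 s after thallium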
eIF4E-4G inh: inhibitors of eIF4E and eIF4G interaction in translation initiation; TR-FRET eIF4E-eIF4GI(517-606) binding, 2 h; hit rate 0.37% among 220,000; inhibition, % at 21.7 µM; AID 782; P63073+Q04637;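 active = inhibition above about 30%, limit read from the data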;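 also: 0% = full FRET control wells and 100% = background wells lacking eIF4GI fragment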
Target sequence (P63073 whole entry, looked up, the tested form may be a part): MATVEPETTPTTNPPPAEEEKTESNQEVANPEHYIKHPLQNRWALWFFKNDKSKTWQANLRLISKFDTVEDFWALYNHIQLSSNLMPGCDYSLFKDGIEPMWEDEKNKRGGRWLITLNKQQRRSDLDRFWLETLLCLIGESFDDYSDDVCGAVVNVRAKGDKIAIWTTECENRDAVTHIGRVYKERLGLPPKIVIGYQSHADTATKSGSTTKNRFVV
Target sequence (Q04637 whole entry, looked up, the tested form may be a part): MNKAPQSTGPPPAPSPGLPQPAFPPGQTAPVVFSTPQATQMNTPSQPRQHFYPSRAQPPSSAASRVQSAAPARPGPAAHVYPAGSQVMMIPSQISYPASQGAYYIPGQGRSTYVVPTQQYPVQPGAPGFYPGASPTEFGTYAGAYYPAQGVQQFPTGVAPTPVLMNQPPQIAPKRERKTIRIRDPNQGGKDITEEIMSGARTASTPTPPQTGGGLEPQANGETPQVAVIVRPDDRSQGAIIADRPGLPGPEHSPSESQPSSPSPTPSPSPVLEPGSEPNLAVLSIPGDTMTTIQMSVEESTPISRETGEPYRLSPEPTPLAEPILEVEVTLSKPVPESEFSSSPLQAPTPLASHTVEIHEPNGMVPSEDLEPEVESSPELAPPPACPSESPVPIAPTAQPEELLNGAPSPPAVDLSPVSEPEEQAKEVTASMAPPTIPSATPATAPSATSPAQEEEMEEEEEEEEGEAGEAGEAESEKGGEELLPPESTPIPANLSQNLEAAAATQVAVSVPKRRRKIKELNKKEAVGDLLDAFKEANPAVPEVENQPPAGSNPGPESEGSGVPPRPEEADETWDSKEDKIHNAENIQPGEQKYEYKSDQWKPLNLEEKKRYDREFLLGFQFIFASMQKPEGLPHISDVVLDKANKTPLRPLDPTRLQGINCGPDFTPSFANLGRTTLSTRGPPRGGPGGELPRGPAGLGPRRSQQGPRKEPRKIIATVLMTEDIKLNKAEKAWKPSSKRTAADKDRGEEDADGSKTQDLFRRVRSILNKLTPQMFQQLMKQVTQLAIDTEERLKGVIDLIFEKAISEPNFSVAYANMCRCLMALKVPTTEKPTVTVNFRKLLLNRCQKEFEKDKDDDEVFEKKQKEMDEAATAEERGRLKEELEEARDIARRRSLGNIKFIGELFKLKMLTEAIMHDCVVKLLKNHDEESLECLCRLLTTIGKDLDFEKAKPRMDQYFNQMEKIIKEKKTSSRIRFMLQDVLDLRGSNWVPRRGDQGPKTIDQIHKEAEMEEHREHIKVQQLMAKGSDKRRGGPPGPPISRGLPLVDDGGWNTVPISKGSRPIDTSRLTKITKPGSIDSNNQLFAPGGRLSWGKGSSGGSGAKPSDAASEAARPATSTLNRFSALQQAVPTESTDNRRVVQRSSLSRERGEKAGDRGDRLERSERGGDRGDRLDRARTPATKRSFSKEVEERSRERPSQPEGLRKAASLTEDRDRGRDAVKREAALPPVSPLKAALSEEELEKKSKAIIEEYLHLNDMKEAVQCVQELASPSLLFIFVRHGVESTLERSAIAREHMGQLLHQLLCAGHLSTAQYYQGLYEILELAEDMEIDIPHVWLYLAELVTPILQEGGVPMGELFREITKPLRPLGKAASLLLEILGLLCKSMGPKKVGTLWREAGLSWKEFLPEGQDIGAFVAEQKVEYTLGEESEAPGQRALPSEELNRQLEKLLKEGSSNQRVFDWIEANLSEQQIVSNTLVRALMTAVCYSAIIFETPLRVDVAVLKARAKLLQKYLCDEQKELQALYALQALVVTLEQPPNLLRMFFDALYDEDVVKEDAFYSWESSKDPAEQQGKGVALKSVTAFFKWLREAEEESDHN
Rad51 HR inh: blocks human Rad51 in homologous recombination; Q06609; hRad51 DNA strand exchange, fluorescence dequenching; inhibition, % at 10 µM; hit rate 0.085% among 200,000;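 active = inhibition above 40% at the single screening dose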;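 also: 0% = DMSO control wells and 100% = blanks with heterologous ssDNA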
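System: hRad51 filaments on single-stranded DNA; reagent: Fluorescein- and BHQ1-tagged 47-mer duplex; compound dosing: one concentration, 10 µM final; timing: filaments 15 min 37 °C, then compound 30 min; measured by: fluorescein emission 520 nm, excitation 485 nm; benchmarks: per-plate controls and blanks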
m-calpain inh: blocks pig calpain II enzyme activity | purified calpain II, fluorogenic peptide substrate, 30 min | hit rate 0.37% among 220,000 | AID 1236 | inhibition, % at 16 µM;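 active = inhibition above about 50%, limit read from the data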
EBV gp42 inh: blocks Epstein-Barr virus glycoprotein 42 binding; Fluorescence polarization binding assay, mP read-out; hit rate 0.42% among 220,000; Q1HVG2; inhibition, % (tested at 21.74 µM); in the data active = inhibition above about 50%
PERK inhibitor: human PERK inhibition, primary cell-based screen; Q9NZJ5; CHO PERK-DD fusion, SEAP luminescence translation reporter; inhibition, % at 5.6 µM; hit rate 0.17% among 220,000; AID 1416;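 active = inhibition above the mean inhibition of all tested compounds plus 3 SD, set separately per screening campaign, cut at about 2.9% in these data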;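 also: PERK kinase domain activated by AP20187 dimerizer at 100 nM; 0% = DMSO with dimerizer and 100% = rapamycin at 8.4 µM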
Mdm2 ligase inh: blocks human Mdm2 ubiquitin ligase activity; AID 1230; cell-based MDM2 ubiquitination luciferase reporter, 2 h; 0 = plate control, 100 = twice control, blank-subtracted; Q00987; signal enhancement, % at 5 µM; hit rate 0.11% among 210,000;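 active = signal enhancement of 30% or more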;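 also: luminescence tracks abundance of the self-degrading MDM2-luciferase fusion protein; higher signal means inhibition of MDM2 E3 ligase activity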
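test system = mammalian cells stably expressing self-ubiquitinating, self-degrading MDM2 E3–luciferase fusion | quantity = 2000 cells/well | incubation = cell settling 4 h, compound treatment 2 h, both 37 °C | signal = luminescence with SteadyLite reagent, 15 min at room temperature | evaluation = % enhancement relative to plate controls after blank subtraction | benchmarks = plate controls and plate blanks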
zVAD death inh: L929 zVAD cell death inhibition. L929 zVAD necroptosis rescue, ATP luminescence, 24 h; with zVAD 60 µM. viability rescue, % at 10 µM. hit rate 0.38% among 220,000;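 active = activation, scaled between plate controls, above about 75%, limit read from the data; inactive = activation under that limit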;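 also: 0% = zVAD with DMSO and 100% = DMSO alone without zVAD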
TNF necrop inh: TNF-alpha cell death inhibition in Jurkat FADD-/- cells. hit rate 0.068% among 220,000. AID 463075. Jurkat FADD-/- TNF necroptosis rescue, ATP luminescence, 24 h; 0 = TNF only, 100 = no-TNF cells. activation (protection from cell death), % at 10 µM;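 active = activation, meaning protection from cell death, of at least 50% relative to plate controls; inactive = activation below 50%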;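 also: necroptosis triggered by 40 ng/mL TNF-alpha added together with compound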
Active calls of the source: *; i = inactive; . = not tested or not shown; [ ] = remark or other dose. The order is random; about 3.6% have a hit in one of these screens.

SMILES	Cl transport mod	eIF4E-4G inh	Rad51 HR inh	m-calpain inh	EBV gp42 inh	PERK inhibitor	Mdm2 ligase inh	zVAD death inh	TNF necrop inh
Cc1noc(C)c1C(=O)NCc1cccs1	0.97	-14[fluorescence artefact?]	-3	-31	-13	0.6	-5	-0.1	4.5
CCOCC(=O)N1CCN(c2ccccc2OC)CC1	1.1	-4	-243	1	1	0.9	-1	3.1	-0.4
Oc1ccc(-c2nc3ccccn3c2NCc2ccc3c(c2)OCO3)cc1	-0.21	-21[fluorescence artefact?]	-10	i	7	-1.6	-7	0.6	-4.4
CN1CCN(C(=O)c2ccc3c(=O)n(CCc4ccccc4)c(=S)[nH]c3c2)CC1	-0.15	.	.	.	.	-0.4	.	0.4	1.0
CCn1c(COc2ccccc2C)nnc1SCC(=O)N1CCC(C)CC1	0.0022	11	5	-8	76*	-1.0	-11	-0.1	-3.6
O=C(COc1ccccc1)Nc1ccccc1N1CCN(c2ccc(F)cc2)CC1	0.21	-1	-4	-22	-10	0.3	-4	0.2	-1.5
CSc1cnc2c(=O)n(C)c(=O)[nH]c2n1	1.7	0	2	-295	-1	0.0	1	0.5	0.5
O=C(Nc1ccccc1C(=O)NCC1CCCO1)c1ccccc1 (configuration not stated)	-0.00054	-2	-7	2	9	1.0	-5	0.0	-0.9
Cc1cc(C)c2[nH]c(=O)c(CN(Cc3nnnn3C3CCCC3)C3CCCCC3)cc2c1	0.3	4	2	-27	2	0.1	-14	0.4	-0.9
CS(=O)(=O)NCc1nnc(SCc2c(F)cccc2Cl)o1	.	-1	.	-22	-1	1.3	-25	0.3	0.5

Another view of 3 compounds above:
Every second line gives: Cl transport mod, eIF4E-4G inh, Rad51 HR inh, m-calpain inh, EBV gp42 inh, PERK inhibitor, Mdm2 ligase inh, zVAD death inh, TNF necrop inh
CCOCC(=O)N1CCN(c2ccccc2OC)CC1
    1.1, -4, -243, 1, 1, 0.9, -1, 3.1, -0.4
Oc1ccc(-c2nc3ccccn3c2NCc2ccc3c(c2)OCO3)cc1
    -0.21, -21[fluorescence artefact?], -10, i, 7, -1.6, -7, 0.6, -4.4
CN1CCN(C(=O)c2ccc3c(=O)n(CCc4ccccc4)c(=S)[nH]c3c2)CC1
    -0.15, ., ., ., ., -0.4, ., 0.4, 1.0

(list continues)
SMILES	Cl transport mod	eIF4E-4G inh	Rad51 HR inh	m-calpain inh	EBV gp42 inh	PERK inhibitor	Mdm2 ligase inh	zVAD death inh	TNF necrop inh
O=c1cc(CSc2nc(NCc3ccccc3)c3ccccc3n2)nc2ccc(Cl)cn12	-0.047	-7	5	-20	-14	-0.4	-6	0.8	5.0
O=C(CN1CCOCC1)Nc1ccccc1-c1ccccc1	0.046	-11[fluorescence artefact?]	5	-24	-8	-0.1	-5	-0.2	-0.1
CCOC(=O)N1CCN(c2c(NC3CCN(Cc4ccccc4)CC3)c(=O)c2=O)CC1	.	0	7	-6	-4	0.6	-10	4.7	-0.1
Cc1cc(C)cc(NC(=O)Nc2cc(-c3ccccc3)nn2C)c1	-0.21	-3	-4	-22	4	-1.1	2	0.9	0.6
COc1cccc(COc2ccc3c(C)c(Cc4ccccc4)c(=O)oc3c2)c1	.	.	-3	.	.	0.9	.	0.0	-1.3
C[n+]1ccccc1C1CCCC/C1=N\Nc1ccc([N+](=O)[O-])cc1[N+](=O)[O-] (configuration not stated)	0.18	0	-2	19	-85	0.2	-14	-0.1	0.2
CCS(=O)(=O)c1nc(S(=O)(=O)c2ccc(Cl)cc2)c(NCCOC)s1	0.0069	-1	5	8	2	-0.5	-8	0.0	-0.8
Cn1c(=O)[nH]c(=O)c2c1nc(CN1CCN(c3ccccc3F)CC1)n2CCCc1ccccc1	0.13	-5	-8	30	9	-0.5	-4	-1.1	0.2
COc1cccc(N2CC34C=CC(O3)C(C(=O)O)C4C2=O)c1 (configuration not stated)	.	15	-1	0	-7	0.2	0	0.1	-0.4
O=C(O)CN1C2=NCCCN2c2ccccc21	0.11	2	4	-44	-2	0.1	0	3.7	0.2
O=C(NC1CCCCC1)C1CCN(S(=O)(=O)N2CCOCC2)CC1	0.019	-12	-4	-11	-6	0.0	9	1.1	2.1
Cn1c(=O)cc(OCCCC(=O)NCCN2CCN(c3ccccc3F)CC2)c2ccccc21	-0.95	-1[fluorescence artefact?]	2	12	-23	-1.0	-4	-0.2	-1.7
COc1ccc(/C=N/NC(=O)c2cccc([N+](=O)[O-])c2)cc1OC(=O)c1ccc(C)cc1	-0.88	2	7	-187	-21	-0.2	-5	0.7	-14
CCCCNC(=O)c1cc([N+](=O)[O-])[nH]n1	-0.29	-1	-5	0	-2	0.3	-5	0.3	1.1
CC(=O)c1ccc(N2CCN(S(=O)(=O)c3cccc(S(=O)(=O)N4CCOCC4)c3)CC2)cc1	0.79	-18	1	-10	-16	-0.2	-19	-0.3	1.5
COC(=O)c1[nH]c2cc(OC)ccc2c1NC(=O)c1ccc2c(c1)OCO2	.	0	-36	-2	5	0.0	-16	3.5	-2.1
COc1cc(/C=C/C(=O)NC(C)CCc2ccccc2)cc(OC)c1OC (configuration not stated)	0.17	-1	.	-13	-1	-0.9	-9	0.0	0.0
COc1ccccc1NC(=O)CCc1c(C)[nH]c(=O)c(C#N)c1C	0.49	2	.	13	-6	1.1	-3	0.0	-0.1
CCCC(c1nnnn1CCc1ccccc1)N1CCC(C(N)=O)CC1 (configuration not stated)	0.69	0	3	25	-4	1.4	-11	-0.3	-0.4
CCOCCOC(=O)c1[nH]c2c(c1C)C(=O)CC(c1ccc(N(C)C)cc1)C2 (configuration not stated)	-0.93	3	5	-10	-9	-0.8	-5	1.9	1.2
CCCN(CCC)C(=O)CSc1nc2ccccc2c(=O)n1C1CCCC1	-0.45	5	2	11	-3	-1.5	-6	-0.5	-0.6
N#Cc1cn(Cc2ccncc2)c(=O)[nH]c1=O	-0.54	0	16	4	0	0.3	-11	1.6	1.1
N#C/C(=C\c1c(N2CCCCCC2)nc2ccccn2c1=O)C(=O)NC1CCS(=O)(=O)C1 (configuration not stated)	1.7	0	-63	-9	-15	0.9	-19	-0.7	0.1
CC1(C)Cc2c(C#N)c(N)n(-c3ccccc3)c(=S)c2CO1	0.67	-2	2	-11	-8	-0.5	-6	0.3	1.5
O=C(c1ccccc1)c1nn(-c2ccc(Cl)cc2)c(=O)cc1C(F)(F)F	-0.0073	7	.	-5	-5	-0.1	-26	20	-20
O=C(O)c1ccccc1C(=O)N1N=C2/C(=C/c3cccc([N+](=O)[O-])c3)CCCC2C1c1cccc([N+](=O)[O-])c1 (configuration not stated)	-0.45	5	-5	-93	-8	0.0	-30	-2.7	-0.7
COC(=O)CSc1nnc(CNc2ccc(Cl)cc2)n1Cc1ccccc1	-2	3	2	-36	-10	1.9	7	-0.1	0.0
Cc1ccccc1NC(=O)CSCCN1C(=O)c2ccccc2C1=O	-1.9	0	2	8	-6	0.5	-10	0.7	1.8
COc1ccc(N2CCN(Cc3cc(=O)oc4ccc(C)cc34)CC2)cc1	.	-2	-1	25	-32	-1.7	-16	0.1	0.1
O=[N+]([O-])c1ccc(O)c(/C=N/Nc2ccccc2Cl)c1	-0.35	-1	13	21	-6	1.0	-22	-0.4	0.9
COCCCNC(=O)C(=O)NC1CCCCC1C (configuration not stated)	0.054	2	3	-33	2	-0.1	-5	0.6	-0.2
COc1ccc(NC(=S)N(CCc2c(C)[nH]c3ccccc23)Cc2ccco2)cc1	0.86	2	.	-11	-3	0.0	.	0.3	0.6
c1ccc(C2=Nn3c(nnc3-c3cccnc3)SC2)cc1	-0.088	-15[fluorescence artefact?]	-10	-30	-15	0.8	-1	-0.3	-5.1
CCOc1ccccc1C(=O)NN1C(=O)C2CCCCC2C1=O (configuration not stated)	-0.02	-1	.	1	-8	0.4	12	0.1	1.0
COc1ccc(N2CCN(c3nc4c(c(=O)n(C)c(=O)n4C)n3Cc3ccccc3)CC2)cc1	0.12	9	-2	-13	4	-1.2	19	0.1	-7.8
N#Cc1ccc(NC(=O)Nc2ccc(Oc3ccc(NC(=O)Nc4ccc(C#N)cc4)cc3)cc2)cc1	-0.64	-9	19	-10	-6	0.4	-16	52	-7.0
C/C(=N\Nc1ncc(Cl)cc1Cl)c1ccc(S(=O)(=O)NCc2ccco2)cc1	0.34	2[fluorescence artefact?]	3	27	12	0.2	-11	4.1	-2.1
Cc1ccc(-c2csc(NC(=O)N3CCOCC3)n2)cc1	.	-2	-1	-14	-8	-0.3	-10	-0.5	-5.2
O=C(CSc1ccc2ccccc2n1)N1CCC(c2noc3ccc(F)cc23)CC1	-1.3	0[fluorescence artefact?]	0	21	5	-0.1	12	-0.5	0.0
CCCn1c(CCC(=O)Nc2ccccc2Cc2ccccc2)nc2cc(S(=O)(=O)N3CCOCC3)ccc21	-1.2	-19	9	-22	-6	-1.9	1	-0.1	2.3
NC(=O)[C@@H]1CCCN1Cc1nc(Cc2ccccc2F)no1	-1	2	.	-7	4	0.1	-8	0.9	1.6
COc1cc(C(NC=O)C(=O)Nc2c(C)cccc2C)ccc1O (configuration not stated)	-0.027	4	6	8	-7	0.0	-11	1.0	-0.2
CCCCn1c2nc3ccccc3nc2c2c(=O)n(-c3ccccc3)cnc21	0.25	-1	.	-225	8	0.0	-9	.	-3.5
CC1=C(C(=O)OCc2ccccc2)C(c2ccc(N(C)C)cc2)NC(=O)N1 (configuration not stated)	-1.2	-4	-7	15	0	-0.6	-2	1.4	-0.4
CCSc1c(-c2ccccc2)nc2c(C)cccc2c1C(=O)O	0.14	-3	0	-50	-6	1.1	-3	-0.2	-2.3
OC1(c2cccc(C(F)(F)F)c2)CCN(c2ncnc3c2[nH]c2ccc(F)cc23)CC1	.	0	.	-63	-29	-1.6	-8	2.6	-7.1
Cn1nc(-c2ccc(NCCO)c([N+](=O)[O-])c2)c2ccccc2c1=O	-0.54	5	1	24	-6	-0.3	17	68	-2.0
CCOc1cccc(=O)c2c(C)n(CC(=O)c3ccccc3)c(C)c12	-0.88	1	1	-16	-3	-0.8	-7	68	0.6
COC(=O)c1nn2c(C(F)(F)F)cc(-c3ccc(Br)o3)nc2c1Br	.	.	-11	.	.	0.0	.	4.8	1.3
COc1ccc(NC(=S)N2CCN(Cc3ccccc3)CC2)cc1	-1.2	0	7	-22	4	0.2	-2	1.9	1.0

Next section.
SMILES	Cl transport mod	eIF4E-4G inh	Rad51 HR inh	m-calpain inh	EBV gp42 inh	PERK inhibitor	Mdm2 ligase inh	zVAD death inh	TNF necrop inh
O=C(Cc1ccccc1)O/N=C1\CCCc2ccccc21	-0.43	2	-4	-7	0	1.3	-5	3.6	1.6
O=C(c1cccs1)N1CCN(C2CCN(Cc3ccccc3)CC2)CC1	-0.035	-3[fluorescence artefact?]	1	-42	-6	0.2	-4	-0.2	-1.5
COc1ccc(NC(=O)N(CCCN2CCOCC2)Cc2cccnc2)c(OC)c1	0.19	.	-1	.	.	1.0	.	0.1	-0.2
O=C(COc1ccccc1)Nc1nnc(C23CC4CC(CC(C4)C2)C3)s1	-0.1	0	4	4	-8	0.9	.	31	3.2
COc1ccc(NC(=S)Nc2ccccn2)c(OC)c1	0.015	1	4	-9	-7	1.1	-15	0.0	-0.5
Cc1cccc(NC(=O)CSc2ccc(-c3cccs3)nn2)c1C	-0.3	3[fluorescence artefact?]	-5	4	-2	0.0	-9	1.8	1.8
